# TRPC4 potent: TRPC4 (mouse) allosteric potentiation | Q9QUQ5 | HEK293 TRPC4beta/mu-opioid, DAMGO EC20, Fluo-4 Ca2+ flux; stronger effect = higher value | B-score at 10 µM | 310,000 compounds, 0.42% hits | AID 2227;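 active means B-score of calcium response area above 5 SD of library B-scores, with initial fluorescence ratio within 5 SD of library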;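 further: B-score of integrated fluorescence ratio over time as area under calcium response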
# KCNK9 block: inhibitors of human KCNK9 two-pore domain potassium channel | Q9NPC2 | HEK293 KCNK9, FluxOR thallium flux fluorescence; stronger effect = lower value | B-score at 10 µM | 310,000 compounds, 1.2% hits | AID 488922;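 active means ratio B-score over 3 SD below the library mean, with starting fluorescence within 5 SD of its mean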;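 further: negative B-score means less thallium flux so channel inhibition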
# KCNK3 block: human KCNK3 channel inhibition, primary screen | B-score at 10 µM | O14649 | CHO-KCNK3 thallium flux, FluxOR fluorescence; stronger effect = lower value | AID 602410 | 340,000 compounds, 0.84% hits;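 active means B-score under library mean minus 4 SD, starting fluorescence ratio at most library mean plus 5 SD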;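 further: more negative B-score means stronger inhibition of thallium flux through KCNK3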
# Target sequence (O14649 whole entry, looked up): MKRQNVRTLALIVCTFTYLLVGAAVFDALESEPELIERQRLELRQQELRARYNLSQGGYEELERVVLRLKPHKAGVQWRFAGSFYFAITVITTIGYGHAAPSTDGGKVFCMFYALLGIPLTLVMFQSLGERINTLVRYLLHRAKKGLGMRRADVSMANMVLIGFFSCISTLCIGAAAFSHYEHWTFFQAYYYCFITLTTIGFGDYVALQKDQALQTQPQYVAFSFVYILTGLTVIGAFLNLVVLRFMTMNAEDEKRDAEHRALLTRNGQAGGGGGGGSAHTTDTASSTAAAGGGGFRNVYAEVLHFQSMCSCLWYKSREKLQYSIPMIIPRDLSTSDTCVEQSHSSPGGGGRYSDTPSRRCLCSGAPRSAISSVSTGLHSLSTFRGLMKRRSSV
# TRPC4 agonist: activators of mouse TRPC4 channel; Q9QUQ5; HEK293 TRPC4beta/mu-opioid, Fluo4 calcium fluorescence; stronger effect = higher value; B-score at 10 µM; 310,000 compounds, 0.49% hits;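 active means B-score above 5 SD of library B-scores, and initial fluorescence ratio not above library mean plus 5 SD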;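 further: positive B-score marks a calcium rise read as TRPC4 activation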
#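 Material: HEK293 stable line with TRPC4beta plus mu-opioid receptor; technique: Fluo4 calcium-sensitive dye fluorescence, kinetic, 1 Hz baseline; timing: Fluo4 dye loading 45 min at room temperature, 110 s recording; controls: assay buffer as low control, maximal DAMGO as high control; read-out: integrated baseline-normalised fluorescence ratio, converted to per-well B score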
# TMEM16A act: mouse TMEM16A channel activation, primary screen; Q8BHY3; B-score at 10 µM; AID 623877; HEK293 TMEM16A/YFP-H148Q/I152L, iodide quench fluorescence; stronger effect = lower value; 340,000 compounds, 0.3% hits;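 active means fluorescence-ratio B-score plate-corrected deviation score at least 3 library SD below zero, with starting fluorescence score within 5 deviations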;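 further: channel opened by trigger with iodide after compound preincubation; score built on the fluorescence ratio of max minus min over baseline; more negative score means more quench and so TMEM16A activation or potentiation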
# KCNQ1 pot: potentiates or activates the human KCNQ1 potassium channel. B-score at 10 µM. 310,000 compounds, 0.35% hits. CHO-K1 KCNQ1, thallium flux FluxOR fluorescence; stronger effect = higher value. P51787;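 active means fluorescence ratio B-score, a plate-corrected score, at least three library SD, with initial intensity B-score within 5 SD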
#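 Test system: CHO-K1 cells stably expressing KCNQ1 / Medium: assay buffer / Also added: depolarizing K+/Tl+ stimulus, K2SO4 and Tl2SO4 each 12.5 mM in 5x stock / Incubation: 90 min dye loading and 20 min compound exposure, both at room temperature / Signal: thallium influx via FluxOR fluorescence, kinetic imaging / Evaluation: B score of baseline-normalized fluorescence ratio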
# KCNQ1 block: human KCNQ1 channel inhibition; P51787; CHO-K1 KCNQ1, FluxOR thallium flux fluorescence; stronger effect = higher value; B-score at 10 µM; 310,000 compounds, 1.3% hits; AID 2642;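 active means compounds whose thallium flux B-score, printed positive for inhibition, exceeds three library SD while starting fluorescence stays within three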;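 further: channel opened by potassium depolarization with thallium stimulus after 20 min compound exposure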
# HDAC3 inhib: human HDAC3 inhibition; inhibition, % at 8.3 µM; 320,000 compounds, 0.15% hits; recombinant HDAC3, fluorogenic peptide/trypsin coupled, fluorescence; AID 2718; in the data active means inhibition above about 26%, passing the limit was not always enough; inconclusive means no clear call, values can overlap the other calls
# Target sequence (O15379 whole entry, looked up): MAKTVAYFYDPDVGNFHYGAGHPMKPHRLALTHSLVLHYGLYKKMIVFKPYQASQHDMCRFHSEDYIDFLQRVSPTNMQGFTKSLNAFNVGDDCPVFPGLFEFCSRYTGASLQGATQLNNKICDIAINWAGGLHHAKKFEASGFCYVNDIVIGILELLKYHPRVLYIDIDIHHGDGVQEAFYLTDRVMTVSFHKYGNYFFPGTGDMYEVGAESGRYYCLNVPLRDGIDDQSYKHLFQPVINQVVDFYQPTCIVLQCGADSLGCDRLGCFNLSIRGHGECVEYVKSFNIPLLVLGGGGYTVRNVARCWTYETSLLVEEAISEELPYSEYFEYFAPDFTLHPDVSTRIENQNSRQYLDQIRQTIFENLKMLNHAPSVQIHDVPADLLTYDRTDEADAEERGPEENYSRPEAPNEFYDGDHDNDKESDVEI
# hERG rescue: hERG (human) protection from proarrhythmic block. CHO-hERG, FluxOR thallium flux, dofetilide IC70 present. activation (rescue from dofetilide block), less the hit threshold, % at 10 µM. 310,000 compounds, 0.51% hits. AID 1511;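 active means activation above the mean of controls blocked by dofetilide plus 5 SD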;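 further: thallium influx through hERG after potassium depolarization seen as dye fluorescence rise; in these data hits start at about 4.7%; inactives centre near -7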
# DYRK1A inh: blocks rat Dyrk1A kinase activity; Q63470; ADP-Glo luminescence, NFATc1 peptide; inhibition, % at 12.5 µM; 310,000 compounds, 0.43% hits; AID 504441; in the data active means inhibition above about 50%;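 further: plate controls were vehicle with enzyme for no effect and no enzyme for full effect; many of its hits are not listed in these tables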
# ANO1 block: blocks the mouse calcium-activated chloride channel TMEM16A | HEK293 TMEM16A/YFP iodide influx fluorescence, ionomycin | 310,000 compounds, 1.2% hits | Q8BHY3 | AID 588511 | normalized B-score (activity score, 25-100; higher = stronger inhibition) at 10 µM;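 active means ratio plate-corrected score three or more library SD toward inhibition, starting fluorescence score within five deviations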;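 further: score derived from kinetic fluorescence span divided by baseline fluorescence per well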
# * = called active by the depositor; i = inactive; ? = inconclusive; . = no result given. Some of the compounds tested; the hit share may differ from the screen's.
SMILES,TRPC4 potent,KCNK9 block,KCNK3 block,TRPC4 agonist,TMEM16A act,KCNQ1 pot,KCNQ1 block,HDAC3 inhib,hERG rescue,DYRK1A inh,ANO1 block
COc1ccc(NC(=O)[C@@H](NC(=O)N2C[C@H]3C[C@@H](C2)c2cccc(=O)n2C3)C(C)C)cc1,i,i,i,i,i,i,i,2,-2,2,i
C1CC2NCCC3NCCC(N1)N32 (centres undefined),i,i,i,i,i,i,i,.,-3,-1,i
CCCCC(=O)C1C(=O)NC(=O)NC1=O,i,i,i,i,i,i,i,-5,-15,0,i
O=C1NC(=O)N(Cc2ccccc2)C(=O)/C1=C/c1cnc(-c2ccccc2)nc1,i,i,i,i,i,i,i,-4,-12,-3,i
CNC(C(=O)c1ccccc1)C(OC)c1ccc(C)cc1 (centres undefined),i,i,i,i,i,i,i,-14,-3,-3,i
C[C@]12CCC(OC(=O)CCC(=O)O)CC1=CCC1C2CC[C@]2(C)C(=O)CCC12 (some centres undefined),i,i,i,i,i,i,i,-4,-9,0,i
COc1cc(OC)c(OC)cc1CNCCc1cccc(F)c1,i,i,i,i,i,i,i,7,-4,-4,i
COc1ccc(-n2c(-c3ccccc3Br)nc3ccccc3c2=O)cc1,i,i,i,i,i,i,i,-9,-15,3,i
CC(C)CCn1c(=O)c(C(=O)NCc2ccco2)c(O)c2ccccc21,i,i,i,i,i,i,i,4,-10,1,i
Cn1c(N2CCNCC2)nc2ccccc21,i,i,i,105*,i,i,i,-3,-2,3,i
CCOc1cc(-c2nc3c(C)cccn3c2NCC2CCCO2)ccc1O (centres undefined),i,i,i,i,i,i,i,-78,-13,1,i
O=c1[nH]c(=O)n(CCC2=CCCCC2)c(O)c1/C=N/Nc1ccccc1,i,i,i,i,i,i,i,-2,-10,-2,i
Cc1ccc(-c2nc3ccccc3c(=O)n2-c2cc(C)ccn2)cc1,i,i,i,i,i,i,i,-5,-13,-6,i
Cc1nn(Cc2ccccc2Cl)c(C)c1C(=O)NC1CCCc2ccccc21 (centres undefined),i,i,i,i,i,i,i,0,-17,-1,i
CCCNC(=O)N1[C@H]2CC[C@@H]1C(C(=O)OC)=C(c1cc3ccccc3s1)C2,i,i,i,i,i,i,i,-2,-9,-1,i
CCOP(=O)(OCC)C1(O)C(=O)Nc2ccccc21 (centres undefined),i,i,i,i,i,i,i,-2,1,-2,i
O=Cc1cn(Cc2ccccc2F)c2ccccc12,i,i,i,i,i,i,i,6,-6,49,i
CCc1ccc(/C=C(/C#N)C(N)=S)cc1,i,i,i,i,i,i,i,-2,-16,-3,i
Cc1nc2ccccc2c(=O)n1-c1cccc([N+](=O)[O-])c1,i,i,i,i,i,i,i,-3,-9,.,i
c1cncc(C2CCCCN2)c1 (centres undefined),i,i,i,i,i,i,i,-4,-2,-4,i
CSc1nnc([C@@H](N)Cc2ccccc2)o1,i,i,i,i,i,i,i,-4,-5,4,i
O=C(CCCOc1ccc(Cl)cc1Cl)N1CCC2(CC1)OCCO2,i,i,i,i,i,i,i,-1,-10,4,i
COc1ccccc1N(CC(=O)NC1CCCC1)C(=O)c1cnn(C(C)C)c1,i,i,i,i,i,i,i,0,-7,-7,i
Cc1nn(Cc2ccccc2)c(Cl)c1C(=O)NC1CCCc2ccccc21 (centres undefined),i,i,i,i,i,i,i,2,-7,-2,i
CCC(C)n1c(C)cc(C(N)=O)c1C (centres undefined),i,i,i,i,i,i,i,-11,-2,.,i

# Later entries.
SMILES,TRPC4 potent,KCNK9 block,KCNK3 block,TRPC4 agonist,TMEM16A act,KCNQ1 pot,KCNQ1 block,HDAC3 inhib,hERG rescue,DYRK1A inh,ANO1 block
O=C(CN1CC(c2ccccc2)CC1=O)Nc1ccc(F)cc1 (centres undefined),i,i,i,i,i,i,i,-4,-8,.,i
O=C1/C(=C/c2ccc3c(c2)OCO3)N2CCC1CC2,i,i,i,i,i,i,i,5,-8,2,i
CCn1c(=O)cc(OCC(=O)N2CCN(Cc3ccc4c(c3)OCO4)CC2)c2ccccc21,i,i,i,i,i,i,i,4,-8,-4,i
O=c1c2ccccc2nc(-c2ccco2)n1-c1ccc(Br)cc1,i,i,i,i,i,i,i,-3,-3,0,i
CCOC(=O)C1(CCOc2ccccc2)CCN(C(C)CSC)CC1 (centres undefined),i,i,i,i,i,i,i,-2,-6,.,i
O=C1NC(=O)C(=Cc2ccc(-c3ccc(S(=O)(=O)N4CCOCC4)cc3)o2)C(=O)N1,i,i,i,i,i,i,i,-2,-5,0,i
CC(=O)N1CC(=O)Nc2ccc(C)cc2C1c1ccccc1 (centres undefined),i,i,i,i,i,i,i,-5,-7,-1,i
Cc1cc(C)c(C(=O)CN2CCOCC2)c(C)c1,.,.,i,.,i,.,.,-6,.,-1,i
COc1cc2[nH]c(=O)n(-c3ccc(C)cc3)c(=O)c2cc1OC,i,i,i,i,i,i,i,.,-4,-3,.
CCOc1ccc(Br)c(C2(O)CC(C)N(C)CC2C)c1 (centres undefined),i,i,i,i,i,i,i,-5,-6,11,i
COc1ccc(-c2cc(-c3ccccc3)[n+](C)c(-c3ccccc3)c2)cc1,i,i,i,i,i,i,12*,-8,-28,2,i
O=c1cccc2n1CC1CC2CN(C(c2cccc(F)c2)c2sc3ncnn3c2O)C1 (centres undefined),i,i,i,i,i,i,i,.,-9,-4,i
CC(=O)Nc1ccc(C(=O)C(Cc2ccccc2)N(C)C)cc1 (centres undefined),i,i,i,i,i,i,i,4,-13,-1,i
CCN(CC)CCCN=C(C)c1c(O)n(-c2ccccc2)c(=O)[nH]c1=O,i,i,i,i,i,i,i,8,-14,6,i
N#Cc1ccc(N2CCNCC2)c(F)c1,i,i,i,53*,.,i,i,-2,-5,11,i
Cc1ccsc1/C=C1\C(=O)NC(=S)N(C)C1=O,i,i,i,i,i,i,8*,-8,-3,16,i
CC(C)CN1CCN(Cc2c(F)cccc2Cl)CC1CCO (centres undefined),i,i,i,i,i,i,i,-5,-12,-7,i
O=c1[nH]c(=O)n(Cc2ccco2)c(O)c1C=NC1CC1,i,i,i,i,i,i,i,-2,-9,2,i
Cc1cc(OCC(=O)N2C[C@H]3C[C@@H](C2)c2cccc(=O)n2C3)c2c(C)c(C)c(=O)oc2c1,i,i,i,i,i,i,i,-7,-6,6,i
c1cncc(C2CCCCN2Cc2ccc3c(c2)OCO3)c1 (centres undefined),i,i,i,i,i,i,i,-2,1,-4,i
COc1ccccc1Oc1c(C)oc2cc(OC(=O)N(C)C)ccc2c1=O,i,i,i,i,.,i,i,3,-6,1,i
COc1ccc(CN2C(=O)CC(=O)NC2=S)cc1,i,i,i,i,i,i,i,1,-8,2,i
CCOC(=O)C1CCN(/C=C2\C(=O)NC(=S)N(CC)C2=O)CC1,i,i,i,i,i,i,i,3,-9,0,i
Cn1cnc(CCN)c1,i,i,i,143*,i,i,i,2,-5,10,i
CCC(=Nc1ccc(OC)cc1OC)c1c(O)n(C2CCCCC2)c(=O)[nH]c1=O,i,i,i,i,i,i,i,3,-13,0,i

# Look-ups from the list.
# CCOc1cc(-c2nc3c(C)cccn3c2NCC2CCCO2)ccc1O (centres undefined) in HDAC3 inhib reads -78
# CCCCC(=O)C1C(=O)NC(=O)NC1=O in DYRK1A inh reads 0

# Carrying on.
SMILES,TRPC4 potent,KCNK9 block,KCNK3 block,TRPC4 agonist,TMEM16A act,KCNQ1 pot,KCNQ1 block,HDAC3 inhib,hERG rescue,DYRK1A inh,ANO1 block
COc1cc(C(=O)Nc2ccc(Br)cc2C(=O)c2ccccc2)cc(OC)c1OC,i,i,i,i,i,i,i,0,-4,4,i
Cc1ccc(S(=O)(=O)N(c2cc(Cl)c(O)c(Cl)c2)P(=O)(OC(C)C)OC(C)C)cc1,i,i,i,i,i,i,i,6,-17,-1,i
O=CC(Br)P(=O)(N1CCOCC1)N1CCOCC1 (centres undefined),i,i,i,i,i,i,i,8,-7,.,i
CCC(=NC(C)c1ccccc1)c1c(O)[nH]c(=O)[nH]c1=O (centres undefined),i,i,i,i,i,i,i,5,-6,-1,i
CN1C(=O)C(Cc2ccc3c(c2)OCO3)C(=O)N(C)C1=O,i,i,.,i,.,i,i,4,-8,.,i
Cc1cc(N2C(=O)C3CCCN3C2c2sccc2C)no1 (centres undefined),i,i,i,i,i,i,i,11,-5,8,i
CC(=O)O[C@H]1C(=O)[C@@]2(C)C([C@H](OC(=O)c3ccccc3)[C@]3(O)C[C@H](O)C(C)=C1C3(C)C)[C@]1(OC(C)=O)CO[C@@H]1C[C@H]2O (some centres undefined),i,i,i,i,i,i,i,3,-9,7,i
CCN1C(=O)C(=C2C=C(C)N(Cc3ccco3)C(C)=C2)C(=O)N(CC)C1=S,i,i,i,i,i,i,i,-11,-18,13,i
CN(C)/C=C1/C(=O)NC(=O)N(CCNc2ncc(C(F)(F)F)cc2Cl)C1=O,i,i,i,i,i,i,i,6,-2,3,i
O=C(Cc1ccccc1)NC(Cc1ccc(Cl)cc1)C(=O)O (centres undefined),i,i,i,i,i,i,i,1,-5,-1,i
COc1ccc(-n2c(O)c(C(C)=NCCc3c[nH]c4ccccc34)c(=O)[nH]c2=O)cc1,i,i,i,i,i,i,i,-3,-5,.,i
Fc1ccc(Cn2nnnc2CN2CCC(n3nnc4cc(C(F)(F)F)ccc43)CC2)cc1,i,i,i,i,i,i,i,?,-7,2,i
Cc1cc(=O)oc2cc(OCC(=O)N3CCC(C(=O)O)(c4ccccc4)CC3)ccc12,i,i,i,i,i,i,i,-8,-6,-6,i
O=c1c2cc(Br)ccc2[nH]c(=S)n1-c1ccccc1,i,i,i,i,i,i,i,6,37*,.,i
CN1c2ccc([N+](=O)[O-])cc2CC2(C(=O)NC(=O)N(c3ccccc3)C2=O)C1c1ccccc1 (centres undefined),i,i,i,i,i,i,i,1,-4,-7,i
O=C1NC(=O)C(=Cc2cc(Cl)ccc2OCc2ccc(C(=O)O)cc2)C(=O)N1,i,i,i,i,i,i,i,3,-1,22,i
Cc1cccc(CN2CCCN(Cc3ccc(Cl)cc3)S2(=O)=O)c1,i,i,i,i,i,i,i,2,-5,2,i
CC(C(=O)N1CCC2(CC1)OCCO2)C1Sc2ccccc2NC1=O (centres undefined),i,i,i,i,i,i,i,-3,-2,8,i
Cc1cccc(NC(=O)N2CC3CC(C2)c2cccc(=O)n2C3)c1 (centres undefined),i,i,i,i,i,i,i,-4,-3,-1,i
